NCI-60 one-dose screen, 48 h, at 10 µM unless noted. Numbers give growth in % (100 = growth as untreated, 0 = no growth, -100 = all killed).
RPMI-8226: RPMI-8226 leukemia cells | actives 7.5% (n = 77,000)
K-562: K-562 leukemia; actives 7.4% (n = 78,000); AID 1794777
CCRF-CEM: CCRF-CEM leukemia. actives 7% (n = 77,000)
MDA-MB-435: MDA-MB-435 melanoma; actives 7.8% (n = 82,000); AID 1794794
HOP-62: HOP-62 NSCLC; AID 1794735; actives 3.9% (n = 80,000)
MDA-MB-468: MDA-MB-468 breast cancer; actives 8.5% (n = 78,000)
SR: SR leukemia cells; actives 8.7% (n = 73,000); AID 1794780
MOLT-4: MOLT-4 leukemia cells | AID 1794779 | actives 6.9% (n = 80,000)
Starred values were filed as active, the others as inactive; nt = no result given; & = joins results of further samples. How the source made its calls: active means growth percent below 10; inactive means the rest. Random draw from the library. About 15% of those tested had a hit in this group.

SMILES	RPMI-8226	K-562	CCRF-CEM	MDA-MB-435	HOP-62	MDA-MB-468	SR	MOLT-4
Cc1cc(NCCCCNc2ccnc3cc(Cl)ccc23)nc(Nc2ccc(C(=O)N3CCCCC3)cc2)n1	-36*	-46*	-20*	-84*	21	-42*	-29*	nt
O=C(CC1Sc2ccccc2NC1=O)NNc1cc(Cl)ccc1Cl (centres undefined)	90	89	83	94	77	90	91	73
O=C1Oc2ccccc2C(=O)/C1=C/N1C(=O)CNC1=S	105	105	100	105	90	118	96	97
COc1cc(/C=C/C(=O)c2c(C)n([O-])c3cc(C)c(C)cc3[n+]2=O)cc(OC)c1OC	39	22	38	46	75	nt	29	44
CCOC(=O)CNS(=O)(=O)CC(=O)c1ccccc1	96	87	105	100	84	54	nt	109
COc1cc(C2CC(=O)Nc3cc(O)ccc32)cc(OC)c1OC (centres undefined)	nt	73	101	62	103	82	74	95
COC(=O)C(Cc1ccccc1)Nc1nc(NC(Cc2ccccc2)C(=O)OC)nc(N2CCOCC2)n1 (centres undefined)	99	92	105	105	97	108	100	101
COC(=O)c1cc(=O)[nH]c(N)n1	84	96	nt	96	95	98	95	104
CCN(CC)CCOc1ccc2ccc(=O)oc2c1	-4.3*	2.7*	3.7*	112	100	86	-3.5*	4.5*
NC1=C(O)C(=O)C(/C=C/c2ccccc2)O1 (centres undefined)	102	95	98	105	99	99	nt	100
OC1CCC2C=CCC1S2 (centres undefined)	104	105	nt	102	110	100	nt	98
CCN1C(=O)/C(=C/C(=O)OC)S/C1=N\NS(=O)(=O)c1ccc(C)cc1	100	89	98	100	97	117	nt	94
CSc1nc(N)c(S(=O)(=O)O)c(N)n1	102	108	100	106	92	109	108	112
O=C(O)COc1ccccc1Cl	nt	94	nt	110	90	102	76	84
O=C1/C(=C/c2ccc(Cl)cc2)CN(C(=O)C(Cl)Cl)C/C1=C\c1ccc(Cl)cc1	-29*	-3.9*	7.0*	-95*	-61*	-60*	-8.1*	-13*
Nc1c(C(=O)Nc2ccccc2Cl)sc2nc3c(cc12)CCCCCC3	nt	23	26	-16*	27	-1.4*	13	40
COc1ccc([C@@H]2c3[nH]c4ccccc4c3C[C@@H]3C(=O)N(C4CCN(Cc5ccccc5)CC4)CC(=O)N23)c(OC)c1	44	31	51	72	68	53	32	45
COc1ccc(/C=C/C(=O)c2cccc(NC(=O)CSc3nc4ccccc4c(=O)n3-c3ccccc3)c2)cc1	88	105	107	103	112	104	97	91
CC(C)c1nc(SCC(=O)c2ccccc2)nc(Nc2cccc(S(N)(=O)=O)c2)c1C#N	82	73	86	107	107	102	81	72
CCCCCCCCCc1ccc(S)cc1	105	137	108	115	110	117	nt	115
Cc1nccn1C	123	117	104	92	96	103	93	94
CCOC(=O)c1cnc2sc(-c3ccccc3)nc2c1Cl	95	102	90	95	113	82	97	95
CSc1nnc(N)s1	101	106	99	108	nt	100	95	101
Cc1cccc(-c2nnc(-c3nc4ccccc4nc3Cl)o2)c1	101	98	97	99	99	18	82	105
Cc1cc(N2CCN(CC(=O)Nc3ccc4c(ccn4Cc4ccccc4)c3)CC2)nc(N2CCCCC2)n1	69	40	79	90	81	52	77	60
C=C1C(=O)O[C@H]2[C@H]1CC/C(COC(=O)CCSCCC(=O)O)=C\CC[C@@]1(C)O[C@@H]21	85	67	57	86	87	33	75	85
Cc1ccccc1NC(=O)Nc1ccccc1C	102	100	103	109	109	100	107	104
O=C(CCCCCSc1nc(-c2ccccc2)cc(-c2ccccc2)n1)NO	82	81	75	88	95	101	15	71
COc1cc2c(c(OC)c1OC)C(=O)CC(c1cccc(NC(=O)[C@@H](N)CC(C)C)c1)O2 (some centres undefined)	108	81	98	91	99	89	67	96
NC(N)=N/N=C\c1c(Cl)cccc1Cl	71	55	84	85	105	62	91	99
Cc1ccc(C(=O)Nc2ccc(CCN3CCOCC3)cc2)cc1Nc1ncnc2nc[nH]c12	97	nt	93	102	88	127	106	98
CC1=NN(c2cccc(Cl)c2)C(=O)/C1=C\c1cccn1Cc1ccccc1	90	92	101	96	102	105	86	93
CCC(O)CN(C)C (centres undefined)	113	102	nt	109	101	104	114	105
O=C(Nc1ccccc1)OCCc1ccccn1	nt	104	116	102	102	101	85	80
C1COC2(CCC3(CC2)OCCO3)O1	109	96	98	105	101	nt	84	99
CCCCNc1nnc(-c2ccc(-n3nc(-c4ccc(OC)cc4)cc3-c3ccc(OC)cc3)cc2)o1	61	66	78	87	101	84	60	52
Clc1cc(Cl)c(OCC#CI)cc1Cl	15	69	28	55	108	-26*	11	41
COc1ccc(OC)c(-c2cn3nc(-c4cn(C)c5ccc(Br)cc45)sc3n2)c1	105	101	101	99	111	77	92	89
Cc1cc(=O)oc2cc(OCCCOc3ccc(/C=C/C(=O)Nc4ccccc4[N+](=O)[O-])cc3)ccc12	107	103	103	104	109	129	102	110
O=C1c2c(c3c4cc(Br)ccc4[nH]c3c3ccc4ccccc4c23)C(=O)N1CCN1CCNCC1	-9.9*	-26*	3.9*	93	61	80	-14*	4.5*

7 compounds drawn at random from those above, as already listed:
SMILES	RPMI-8226	K-562	CCRF-CEM	MDA-MB-435	HOP-62	MDA-MB-468	SR	MOLT-4
Cc1cc(N2CCN(CC(=O)Nc3ccc4c(ccn4Cc4ccccc4)c3)CC2)nc(N2CCCCC2)n1	69	40	79	90	81	52	77	60
Cc1ccc(C(=O)Nc2ccc(CCN3CCOCC3)cc2)cc1Nc1ncnc2nc[nH]c12	97	nt	93	102	88	127	106	98
Cc1ccccc1NC(=O)Nc1ccccc1C	102	100	103	109	109	100	107	104
O=C(CCCCCSc1nc(-c2ccccc2)cc(-c2ccccc2)n1)NO	82	81	75	88	95	101	15	71
CC1=NN(c2cccc(Cl)c2)C(=O)/C1=C\c1cccn1Cc1ccccc1	90	92	101	96	102	105	86	93
Clc1cc(Cl)c(OCC#CI)cc1Cl	15	69	28	55	108	-26*	11	41
CSc1nnc(N)s1	101	106	99	108	nt	100	95	101

(further entries)
SMILES	RPMI-8226	K-562	CCRF-CEM	MDA-MB-435	HOP-62	MDA-MB-468	SR	MOLT-4
Cc1ccc(C=O)c(C)c1	118	nt	108	100	104	93	114	106
O=C(CCCCCCNC(=O)C(O)(O)C(F)(F)F)Nc1ncc(-c2ccc(Br)cc2)s1	11	12	18	6.6*	-6.5*	-36*	8.2*	4.2*
Cc1ccc(Cl)cc1Nc1nc(C(F)(F)F)ccc1C(=O)NO	70	72	nt	99	99	nt	79	82
Cc1oc(-c2ccc(Cl)cc2)nc1/C=C/C(=O)c1ccccc1	91	99	97	103	110	95	94	92
CCCc1ccccc1-c1cc(-c2ccccc2)on1	81	76	100	99	79	86	87	86
CC(C)(C)c1ccc(O)c(O)c1	94	105	60	105	103	117	84	87
O=S(=O)(O)c1ccc(N/N=C/c2ccccc2O)cc1	123&112	113&121	132&19	105&100	94&94	105&105	118&119	106&114
CCN(CC)c1ccc(C2NNC(=S)N2)c(O)c1 (centres undefined)	62	38	nt	18	76	63	54	nt
Cc1cccc(Oc2ccc(Nc3ncnc4ccc(NC(=O)CNCCO)cc34)cc2Cl)c1	72	13	72	56	78	-22*	5.7*	62
C#Cc1cccc(Nc2ncnc3ccc(-c4cnc(Cl)c(NS(C)(=O)=O)c4)cc23)c1	-32*	11	8.0*	-55*	3.6*	-79*	-9.9*	-12*
CNC(=O)c1cc(-c2ccc(NC(=O)Nc3ccc(Cl)c(C(F)(F)F)c3)cc2)nc2cccnc12	114	103	nt	105	90	91	88	95
COc1ccc(N2C(=O)[C@@H](O[Si](c3ccccc3)(c3ccccc3)C(C)(C)C)[C@H]2/C=C/c2ccccc2)cc1	85	92	80	97	97	86	91	91
COc1ccncc1S(=O)(=O)NC(=O)Nc1ccc(Cl)c(Cl)c1	46	77	82	100	84	nt	75	84
O=C(O)c1cccc[n+]1[O-]	100	116	90	113	87	nt	132	128
COc1cccc(C2SC(C)C(=O)N2CCc2cccs2)c1 (centres undefined)	38	nt	50	52	90	22	43	21
CCCCOc1nc2ccc(C)cc2cc1/C=C/C(=O)/C=C/c1ccc2c(c1)OCO2	5.0*	69	76	36	112	96	43	82
COC(=O)c1ccc2oc(NC(=O)c3ccc(N4CCOCC4)c([N+](=O)[O-])c3)nc2c1	93	85	90	107	82	113	nt	nt
O=c1cc(-c2ccc3c(c2)OCCO3)oc2cc(Cl)ccc12	29	35	97	7.4*	1.8*	66	nt	101
C/C=C/[C@@H]1C=C[C@@H]2C[C@H](C)CC[C@H]2[C@]1(C)/C(O)=C1/C(=O)[C@H](CO)N(C)C1=O	37	47	40	75	38	65	59	61
COc1ccc(C2=NN(C(=O)[C@H]3[C@@H](c4cc(Cl)ccc4OCC(=O)O)c4sc(=O)[nH]c4S[C@@H]3C)C(c3ccc4ccccc4c3)C2)cc1 (some centres undefined)	92	93	93	112	106	121	107	99
Cc1ccc(S(=O)(=O)NCCCCCCNS(=O)(=O)c2ccc(C)cc2)cc1	48	54	60	90	109	60	90	71
CC(=O)Nc1ccc(-c2ccccc2)cc1[N+](=O)[O-]	122	113	127	102	97	104	99	87
CNC(=O)c1cc(Oc2cccc3nc(NC(=O)Nc4cc(C(F)(F)F)ccc4Cl)ccc23)ccn1	79	81	81	74	95	111	48	89
CCCn1cc(/C=N\N=C2\C(=O)Nc3c(C)cc(C)cc32)c2ccccc21	71	85	72	86	101	78	81	48
C1=C(c2ccccc2)CCCCC1	108	92	88	106	103	94	90	98
Cc1ccc(Nc2ncnc3c2c(C)nn3-c2ccccc2)cc1	nt	91	88	100	93	97	83	91
NCCNc1nc2ccccc2c2c(=O)c3cc(F)cc(Cl)c3sc12	-33*	-63*	-28*	-95*	-52*	-13*	-28*	29
CCCCCCOCCOCCCNC(=O)c1cccnc1	93	91	101	110	109	102	nt	91
CN(C)CCn1c2ccccc2c2nc3ccc([N+](=O)[O-])cc3nc21	20	8.2*	18	22	-19*	-26*	13	8.6*
S=C(N/N=C\c1ccc2c(c1)OCO2)N/N=C/c1ccc2c(c1)OCO2	101	nt	118	100	91	108	79	94
COc1cc(/C=C/C(=O)N2CCN(CC(=O)N3CCCC3)CC2)cc(OC)c1OC	101	106	96	103	85	120	99	111
Nc1nc(N)c2c(n1)NC(c1cccc(Nc3ccnc4cc(C(F)(F)F)ccc34)c1)CC(c1ccc(Br)cc1)=N2 (centres undefined)	5.3*	10	17	-26*	58	42	0.0*	9.2*
CC1CN2CN(C3CCCC3)CN3C(C)CN4CN(C5CCCC5)CN1C4C23 (centres undefined)	102	103	104	103	108	114	113	105
CC1=CC=CN2CCC(=O)N=C12	104	85	98	109	103	98	80	84
CCN(CC)CCC(C)O (centres undefined)	97	100	95	105	111	102	111	99
CCCCOC(=O)CCSC1=C(C)C(=O)c2ccccc2C1=O	60	74	97	108	96	82	86	79
CC12CCCC(=O)N1c1ccccc1-c1nc(-c3ccccc3Cl)nn12 (centres undefined)	102	92	100	104	82	nt	96	104
COc1ccc2cc(CCC(C)=O)ccc2c1	124	110	124	111	119	100	nt	95
CCOC(=O)C1=C(C)NC(C)=C(C(=O)OCC)C1(C)C	95	90	94	116	102	99	91	97
Cc1c2cccnc2c(C)c2c1c1cc(C(=O)O)ccc1n2C	93	78	63	79	60	101	66	81

Single entries from the list.
In SR, `COc1ccc(N2C(=O)[C@@H](O[Si](c3ccccc3)(c3ccccc3)C(C)(C)C)[C@H]2/C=C/c2ccccc2)cc1` reads 91
In MDA-MB-435, `Cc1cccc(-c2nnc(-c3nc4ccccc4nc3Cl)o2)c1` reads 99
In MDA-MB-468, `CNC(=O)c1cc(-c2ccc(NC(=O)Nc3ccc(Cl)c(C(F)(F)F)c3)cc2)nc2cccnc12` reads 91
In MOLT-4, `O=C(CC1Sc2ccccc2NC1=O)NNc1cc(Cl)ccc1Cl` (centres undefined) reads 73
In HOP-62, `CC1=NN(c2cccc(Cl)c2)C(=O)/C1=C\c1cccn1Cc1ccccc1` reads 102

Later entries:
SMILES	RPMI-8226	K-562	CCRF-CEM	MDA-MB-435	HOP-62	MDA-MB-468	SR	MOLT-4
O=C(N/N=C\c1cc(Br)ccc1O)c1ccncc1	37	20	8.8*	64	15	24	14	-11*
CCCCCCCCCCCCCC(=O)OCCCC	94	80	90	112	100	123	92	95
Cc1cccc(NC(=O)N/C(N)=N/c2nc3ccccc3s2)c1	26	18	21	2.8*	30	18	27	36
COc1ccc(/C=c2\c(=O)n(-c3ccccc3)c3nnc(NO)n23)cc1	92	81	96	108	88	105	88	83
c1ccc(-n2cc(-c3nn[nH]n3)c(-c3cccs3)n2)cc1	102	105	102	102	90	94	99	103
Cn1nc(C(C)(C)C)cc1NC(=O)Cc1ccc(Nc2cc(Nc3ccc(S(C)(=O)=O)cc3)ncn2)cc1	83	76	74	102	108	85	83	83
Cn1c(N2CCOCC2)nc(-c2ccccc2)cc1=O	98	93	89	101	88	109	96	97
CCCCC(CCCC)(S(=O)(=O)CC)S(=O)(=O)CC	91	101	92	97	93	98	92	94
Cc1ccc(S(=O)(=O)n2cc(C=O)c3ccccc32)cc1	73	78	89	92	98	88	76	97
N#Cc1c(Nc2ccc(Cl)cc2)nn2cc(-c3nc4ccccc4s3)c(N)nc12	98	93	97	101	97	101	104	98
COc1cc(NC(C)=O)c2ncccc2c1NC(C)=O	117	99	97	100	98	106	79	95
O=C(CSC(=S)N1CCOCC1)Nc1ccccc1	91	94	95	114	103	106	92	95
O=C(CCC(=O)OC1CCCC1)OC1CCCC1	95	96	nt	100	109	100	nt	90
Nc1ccccc1NC1CCN(Cc2ccccc2)CC1	87	106	89	103	94	123	nt	109
CC(C)C(NC(=O)CCc1nc2c(=O)[nH]c(=S)[nH]c2[nH]c1=O)C(=O)O (centres undefined)	98	103	89	102	96	89	110	100

One compound at a time, as listed above. Values in the order: RPMI-8226 | K-562 | CCRF-CEM | MDA-MB-435 | HOP-62 | MDA-MB-468 | SR | MOLT-4
`CCN(CC)c1ccc(C2NNC(=S)N2)c(O)c1` (centres undefined) as listed: 62 | 38 | nt | 18 | 76 | 63 | 54 | nt
`CCOC(=O)CNS(=O)(=O)CC(=O)c1ccccc1` as listed: 96 | 87 | 105 | 100 | 84 | 54 | nt | 109
